High-throughput results: PubChem, several laboratories
PriA SSB inh – K. pneumoniae PriA-SSBct interaction inhibition. AlphaScreen SSBct-PriA binding, biotinylated peptide. inhibition, % at 33 µM. hit rate 0.6% among 430,000. AID 1272365; in the data active means inhibition mostly above about 37%, no sharp cut-off; inactive means mostly below about 20%;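 further: plate controls were negative control peptide for no effect and reference peptide for full effect; strong numbers were not always called active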
Anthrax LF inh2 – inhibitors of Bacillus anthracis lethal factor protease. multiplex microsphere protease cleavage assay, LF. hit rate 0.12% among 360,000. inhibition, % at 10 µM. AID 588501. P15917; further: plate controls were buffer without enzyme for full effect and enzyme alone for no effect
Target sequence (P15917 whole entry, looked up): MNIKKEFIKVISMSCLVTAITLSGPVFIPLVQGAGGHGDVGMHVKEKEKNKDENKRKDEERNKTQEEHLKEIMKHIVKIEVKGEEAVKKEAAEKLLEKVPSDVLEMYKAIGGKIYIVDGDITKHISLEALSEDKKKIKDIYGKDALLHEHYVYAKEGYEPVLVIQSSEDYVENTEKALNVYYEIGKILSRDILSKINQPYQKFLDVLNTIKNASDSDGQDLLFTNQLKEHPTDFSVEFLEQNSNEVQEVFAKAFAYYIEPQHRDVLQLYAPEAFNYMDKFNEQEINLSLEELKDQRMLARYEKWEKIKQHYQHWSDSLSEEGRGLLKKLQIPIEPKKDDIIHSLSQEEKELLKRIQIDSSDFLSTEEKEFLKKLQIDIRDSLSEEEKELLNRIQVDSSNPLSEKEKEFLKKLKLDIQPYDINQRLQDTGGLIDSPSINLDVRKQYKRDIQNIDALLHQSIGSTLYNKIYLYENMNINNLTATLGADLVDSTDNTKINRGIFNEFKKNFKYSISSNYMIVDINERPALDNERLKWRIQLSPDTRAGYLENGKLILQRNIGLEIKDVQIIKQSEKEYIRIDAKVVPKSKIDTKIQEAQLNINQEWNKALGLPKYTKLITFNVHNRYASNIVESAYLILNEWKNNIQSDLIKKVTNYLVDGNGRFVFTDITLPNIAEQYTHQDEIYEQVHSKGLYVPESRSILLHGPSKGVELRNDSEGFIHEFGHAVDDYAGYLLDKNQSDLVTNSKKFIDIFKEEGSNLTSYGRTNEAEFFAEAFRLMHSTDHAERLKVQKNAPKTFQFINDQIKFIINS
CCHFV vOTU inh – CCHFV vOTU protease inhibition; Pep-AMC fluorescence; inhibition, % at 11.5 µM; hit rate 0.55% among 370,000; in the data active means inhibition above about 30%; further: 0% = vehicle wells with enzyme and 100% = no enzyme wells
BH1578 lux ind – inducers of Vibrio cholerae quorum light production without autoinducers; activation, % at 18.7 µM; V. cholerae BH1578 lux reporter, luminescence, 6 h; hit rate 0.16% among 350,000; in the data active means activation mostly above about 9.7%, no sharp cut-off; inconclusive means no clear call, values can overlap the other calls; inactive means mostly below about 3.7%; further: not every result past the cut was called active; inactives centre near 0; reference of the scale not given here
3CLpro inhibitor – SARS-CoV 3CLpro protease inhibition. P0C6X7. recombinant SARS-CoV 3CLpro, quenched FRET peptide cleavage. inhibition, % at 6 µM. hit rate 0.14% among 290,000; in the data active means inhibition above about 12%
VHR inh abs – blocks human VHR1 dual specificity phosphatase; P51452; recombinant VHR phosphatase, pNPP absorbance; inhibition, % at 13.3 µM; hit rate 0.52% among 290,000; AID 1654; in the data active means inhibition above about 50%; further: some compounds called inactive have numbers as strong as hits
TcdB GH inh – TcdB glycohydrolase inhibition | hit rate 0.24% among 350,000 | P18177 | inhibition, % at 9.99 µM | TcdB glycohydrolase enzymatic assay, plate reader | AID 652162; in the data active means inhibition above about 10%
Y pestis TopoI – inhibitors of Yersinia pestis topoisomerase I; activity, % at 10 µM; Y. pestis Topo-I cleavage product accumulation, plate reader; hit rate 0.064% among 360,000; in the data active means activity above about 50%, passing the limit was not always enough; inconclusive means no clear call, values can overlap the other calls; further: inactives centre near 2
PfHsp40 rescue – compounds rescuing yeast from Plasmodium falciparum HSP40 toxicity | hit rate 0.68% among 340,000 | S. cerevisiae expressing PfHsp40, growth rescue, ATP luminescence | AID 504582 | growth rescue, % at 12.5 µM; in the data active means growth rescue above about 28%, passing the limit was not always enough; inconclusive means no clear call, values can overlap the other calls;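 further: yeast W303a lacking pdr1 and pdr3 grown in galactose medium; growth measured after three days at 30 °C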
BoNT-A LC inh2 – inhibitors of Botulinum neurotoxin A light chain protease; hit rate 0.17% among 360,000; AID 588499; multiplex microsphere protease substrate cleavage, flow cytometry; inhibition, % at 10 µM; further: plate controls were buffer without enzyme for full effect and enzyme alone for no effect
The depositor's hits bear a star; i = inactive; ? = inconclusive; . = no result given. Unless noted, no stated cut-off is given here; in the data, active means inhibition above about 30%; inconclusive means no clear call, values can overlap the other calls; inactive means below that.

entry | compound | BoNT-A LC inh2 | Anthrax LF inh2 | Y pestis TopoI | VHR inh abs | CCHFV vOTU inh | PriA SSB inh | BH1578 lux ind | 3CLpro inhibitor | PfHsp40 rescue | TcdB GH inh
1 | Cn1c2cc(C#N)sc2c2cnn(Cc3ccc(F)cc3)c(=O)c21 | -0.3 | -4 | 21 | . | 0 | -17 | -0.2 | . | -0.1 | 0.3
2 | CCOc1cc(/C=C(/NC(C)=O)C(=O)O)cc(Cl)c1OCc1ccc(Br)cc1 | 0.3 | 0 | -8 | -7 | 3 | -9 | -0.4 | 1 | -1.2 | 1.4
3 | Cc1ccc(Cl)c(OCCCCN(C)Cc2ccccc2)c1 | ? | -3 | 16 | 13 | -7 | -24 | i | 3 | -0.9 | .
4 | O=C(c1cc(COc2ccc(F)c(F)c2)on1)N1CCOCC1 | 0.8 | 1 | -2 | -20 | -3 | -9 | -0.4 | 1 | 0.4 | -1.7
5 | O=C(CCCC(=O)NCC1CCCO1)NCC1CCCO1 (configuration not stated) | 0.2 | 0 | -13 | 10 | 4 | -21 | . | -4 | -1.3 | .
6 | O=c1c2ccccc2nnn1CCc1ccccc1 | -0.9 | -4 | 8 | . | 5 | . | i | . | . | 0.5
7 | COC(=O)c1cc(OC)c(OC)cc1NC(=O)CSc1nnc(-c2cccnc2)n1C | -3.7 | 1 | 0 | -14 | 7 | -12 | -2.0 | 1 | -0.1 | .
8 | CC(=O)c1c(C)[nH]c(C(=O)OCc2nnc(-c3ccc([N+](=O)[O-])cc3)o2)c1C | . | . | -15 | . | 5 | 2 | i | . | -0.4 | 2.0
9 | CCC(=O)N1CCCc2cc(S(=O)(=O)N3CCN(c4ncccn4)CC3)ccc21 | -0.7 | -1 | -1 | 8 | -4 | 1 | -0.3 | -2 | -0.2 | 0.3
10 | CCOc1ccc(NC(=O)c2cccc(NC(=O)c3ccccc3)c2)cc1 | -2.6 | 12 | -11 | 15 | 1 | -14 | i | -1 | 16 | -0.3
11 | COc1cccc(CN2CCCCC2C(=O)O)c1 (configuration not stated) | 0.5 | -1 | 4 | 37 | -15 | -12 | 1.8 | 1 | 0.5 | 0.5
12 | COc1ccc(NS(=O)(=O)c2cccc3nsnc23)cc1Cl | -1.3 | -3 | 4 | 11 | 12 | 15 | -1.1 | 0 | 0.7 | -0.4
13 | COc1ccc(C2Nc3ccccc3C(=O)N2Cc2ccccc2)cc1CSc1ccccn1 (configuration not stated) | 0.9 | 2 | 3 | 17 | -17 | 2 | -1.0 | -1 | -1.0 | -4.1
14 | O=C(NNC1=Nc2ccccc2SC1)c1ccc(Cl)cc1 | 2.9 | 20 | 1 | 10 | -6 | -5 | i | 5 | 1.3 | -1.4
15 | Cc1c(C(=O)N(C)Cc2cccc(F)c2)oc2c(Cl)cccc12 | -1.0 | 7 | 46 | -3 | 9 | -41 | i | 1 | -0.1 | 0.6
16 | CC1CN(C(=O)c2cc(COc3c(F)cccc3F)on2)CCN1C (configuration not stated) | -1.8 | -6 | 2 | 14 | 1 | 5 | -0.7 | 1 | -1.5 | -0.2
17 | CCN(c1ccc(F)cc1)S(=O)(=O)c1cccc2nsnc12 | -2.7 | 4 | 6 | 13 | 0 | 2 | -0.6 | 3 | -0.1 | 0.7
18 | CN1CCN(c2ccccc2NC(=O)c2ccc(-c3cccc(Cl)c3)o2)CC1 | -1.2 | 1 | 28 | 6 | -11 | 12 | -0.4 | -6 | -0.3 | 1.3
19 | N#C/C(=C\c1c(N2CCCCCC2)nc2ccccn2c1=O)C(=O)NC1CCS(=O)(=O)C1 (configuration not stated) | -0.5 | 0 | 5 | -10 | -13 | -3 | -1.0 | 3 | 0.3 | .
20 | CCOc1ccc(CCNC(=O)c2ccc(CS(=O)Cc3ccc(Cl)cc3)o2)cc1OCC (configuration not stated) | 3.6 | -2 | 1 | -2 | 11 | -4 | -1.8 | 1 | 1.7 | 0.4
21 | Cc1ccc(C)c2[nH]c(=O)c(CCNS(=O)(=O)c3ccccc3)cc12 | -0.6 | -9 | 13 | 11 | 5 | -9 | -0.2 | -6 | 2.4 | 2.1
22 | Nc1ncnc(Nc2ccc(S(N)(=O)=O)cc2)n1 | -1.3 | -8 | -2 | 32 | -14 | -7 | -0.5 | -1 | -1.4 | 0.3
23 | O=C(CC1CCCC1)Nc1ccc(Cl)c(S(=O)(=O)N2CCOCC2)c1 | 0.4 | -1 | 3 | . | -3 | -5 | i | . | -0.1 | 2.0
24 | C[C@@H]1CC2=C(C(=O)OC(C)(C)O2)[C@@H](C2CC2)O1 | 0.6 | -2 | . | . | -4 | . | . | . | . | 1.4
25 | Cc1ccc(NC(=O)CCn2nnc3ccccc32)c(C)c1 | 0.1 | -2 | 7 | 24 | -8 | -17 | -0.2 | 0 | 0.7 | 1.9
26 | COc1cccc(CNS(=O)(=O)c2ccc(S(=O)(=O)NC3CC3)cc2)c1 | -0.3 | -3 | 4 | -11 | 4 | 7 | -0.3 | 1 | 2.7 | 2.1

Single entries from the list.
O=C(NNC1=Nc2ccccc2SC1)c1ccc(Cl)cc1 in BoNT-A LC inh2 is entered as 2.9
Cn1c2cc(C#N)sc2c2cnn(Cc3ccc(F)cc3)c(=O)c21 in BH1578 lux ind is entered as -0.2

Shown in transposed form: 6 of the compounds above
13) COc1ccc(C2Nc3ccccc3C(=O)N2Cc2ccccc2)cc1CSc1ccccn1 (configuration not stated)
14) O=C(NNC1=Nc2ccccc2SC1)c1ccc(Cl)cc1
15) Cc1c(C(=O)N(C)Cc2cccc(F)c2)oc2c(Cl)cccc12
16) CC1CN(C(=O)c2cc(COc3c(F)cccc3F)on2)CCN1C (configuration not stated)
17) CCN(c1ccc(F)cc1)S(=O)(=O)c1cccc2nsnc12
18) CN1CCN(c2ccccc2NC(=O)c2ccc(-c3cccc(Cl)c3)o2)CC1

assay / compound | 13 | 14 | 15 | 16 | 17 | 18
BoNT-A LC inh2 | 0.9 | 2.9 | -1.0 | -1.8 | -2.7 | -1.2
Anthrax LF inh2 | 2 | 20 | 7 | -6 | 4 | 1
Y pestis TopoI | 3 | 1 | 46 | 2 | 6 | 28
VHR inh abs | 17 | 10 | -3 | 14 | 13 | 6
CCHFV vOTU inh | -17 | -6 | 9 | 1 | 0 | -11
PriA SSB inh | 2 | -5 | -41 | 5 | 2 | 12
BH1578 lux ind | -1.0 | i | i | -0.7 | -0.6 | -0.4
3CLpro inhibitor | -1 | 5 | 1 | 1 | 3 | -6
PfHsp40 rescue | -1.0 | 1.3 | -0.1 | -1.5 | -0.1 | -0.3
TcdB GH inh | -4.1 | -1.4 | 0.6 | -0.2 | 0.7 | 1.3

Not all compounds are listed; the hit share may differ from the screen's.
